Compound activity as filed in PubChem.
GSK3beta inhib – human GSK3beta kinase inhibitors, primary screen, biochemical, cell-free homogeneous, HTS | Glycogen synthase kinase-3 beta (Homo sapiens), P49841 | GST-GSK3beta kinase, ADP-Glo luminescence, 60 min; active compounds read low | activity score (negative = inhibition), % at 10 µM | actives 0.038% (n = 300,000);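 active = more than half of replicate wells score below -50%, meaning over 50% inhibition versus plate controls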;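 also: 0% = median DMSO wells and -100% = median GW8510 positive control wells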
Target sequence (P49841 whole entry, looked up): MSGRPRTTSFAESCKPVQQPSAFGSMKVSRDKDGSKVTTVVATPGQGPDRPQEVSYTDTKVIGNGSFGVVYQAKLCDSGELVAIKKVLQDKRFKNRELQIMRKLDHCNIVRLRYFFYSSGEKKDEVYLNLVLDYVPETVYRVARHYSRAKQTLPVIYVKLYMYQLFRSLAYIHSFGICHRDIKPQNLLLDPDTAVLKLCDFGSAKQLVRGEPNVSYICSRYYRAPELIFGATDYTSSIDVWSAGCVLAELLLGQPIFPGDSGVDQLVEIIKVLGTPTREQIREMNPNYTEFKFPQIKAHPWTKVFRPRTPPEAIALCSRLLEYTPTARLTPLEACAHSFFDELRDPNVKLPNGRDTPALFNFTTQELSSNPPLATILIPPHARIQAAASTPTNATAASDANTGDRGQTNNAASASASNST
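Assay system: GST-fused GSK3beta enzyme, cell-free / Medium: Tris pH 7.5 buffer with MgCl2, DTT, BSA, heparin / Also added: peptide substrate plus 25 µM ATP (final) / Compound: 10 µM single point / Timing: kinase reaction with compound 60 min at room temperature / Detection: ADP-Glo luminescence / Benchmarks: DMSO neutral wells and GW8510 at 20 µM as positive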
HSF1 activator – HSF-1 activators, primary screen, NIH3T3-HGL cells, MG132 stress, luminescence, single point; NIH3T3-HGL HSF-1 luciferase reporter, 8 h; 100% = twice DMSO control signal; actives 1.7% (n = 300,000); activation, % at 9 µM;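 active = mean replicate activation of at least 50% with a set share of replicates each reaching 50%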;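 also: 0% = median of the neutral control wells and 100% = twice that signal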
HSF1 inhib – HSF1 inhibitors in luciferase reporter cells, primary screen, cell-based, NIH3T3, luminescence; activity change, negative = inhibition, % at 7.5 µM (by protocol); actives 0.77% (n = 300,000); NIH3T3-HGL HSE-luciferase, MG132-induced, luminescence 8 h; active compounds read low;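 active = more than half of replicate wells show activity change below -50%, luminescence cut by over half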;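 also: luciferase reports HSF-1 transcriptional activity via heat shock element; 0% = median of DMSO wells and -100% = zero luminescence signal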
AI-2 QS mod – Vibrio harveyi AI-2 quorum sensing modulators, primary screen, JMH597 strain, luminescence/OD600 ratio; Vibrio harveyi JMH597 AI-2 luminescence/OD600 ratio, 9 h; active compounds read low; strain lacks LuxN and CqsS sensors; 0 = neutral-control median; AID 2094, 2009; actives 0.4% (n = 300,000); activity change, % at 7.5 µM; in the data active = activity change below about -75%, passing the limit was not always enough;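 also: luminescence divided by OD600 gain over 9 h not by final OD600 alone; inactives centre near 13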
HIF activator – HIF pathway transcriptional activators, primary screen, cell-based, U2OS HRE-luciferase, luminescence; U2OS HRE-luciferase reporter; normalized: DMSO 0%, desferrioxamine 100%; activation, % at 7.5 µM (by protocol); actives 0.32% (n = 300,000);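 active = mean activation of at least 10% of the iron chelator positive control signal, with at least half of replicates also reaching 10%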
GSK3A inh – blockers of GSK3A enzyme activity – biochemical, luminescence, cell-free homogeneous, HTS, primary screen; actives 0.1% (n = 320,000); inhibition, % at 10 µM; GSK-3 alpha kinase, ADP-Glo luminescence, 60 min;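 in the data active = inhibition above about 50%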;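 also: GST-tagged GSK-3 alpha with peptide substrate and 25 µM ATP; 0% = DMSO neutral wells and 100% = GW8510 positive control wells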
Target sequence (P49840 whole entry, looked up): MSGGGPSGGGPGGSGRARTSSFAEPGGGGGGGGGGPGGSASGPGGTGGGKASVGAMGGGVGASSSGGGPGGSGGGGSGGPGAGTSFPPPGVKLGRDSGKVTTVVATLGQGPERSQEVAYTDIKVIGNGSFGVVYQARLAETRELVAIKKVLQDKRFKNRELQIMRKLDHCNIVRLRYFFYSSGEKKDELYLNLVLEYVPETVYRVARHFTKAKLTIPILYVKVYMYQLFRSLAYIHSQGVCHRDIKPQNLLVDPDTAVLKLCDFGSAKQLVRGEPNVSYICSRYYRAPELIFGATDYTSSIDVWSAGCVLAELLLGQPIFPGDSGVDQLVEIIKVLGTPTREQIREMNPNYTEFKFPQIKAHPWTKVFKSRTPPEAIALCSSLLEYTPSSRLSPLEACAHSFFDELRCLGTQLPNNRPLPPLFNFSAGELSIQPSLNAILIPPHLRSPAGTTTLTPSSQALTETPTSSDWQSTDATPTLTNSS
HSP90 refold inh – HSP90 inhibitors, primary screen, cell lysate, luminescence | Rabbit reticulocyte lysate, luciferase refolding luminescence, 3 h | inhibition, % at 5.6 µM | actives 0.91% (n = 290,000) | AID 1789, 2009;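 active = inhibition above the screen-wide mean plus 3 SD, computed separately per campaign, cut at about 16% in these data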;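 also: 0% = DMSO wells and 100% = 60 µM geldanamycin wells; inhibitors lower the luminescence because luciferase stays unfolded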
KLF5 inhibitor – KLF5 expression inhibitors, primary screen, DLD-1 cells, luminescence. actives 0.23% (n = 290,000). DLD-1 KLF5 promoter-luciferase reporter. AID 1700, 2009. inhibition, % at 5 µM;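 active = inhibition above a per-plate limit of that plate's mean compound inhibition plus 3 SD, cut at about 60% in these data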;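 also: 0% = DMSO wells and 100% = LY294002 at 200 µM; higher means less KLF5 promoter-driven luciferase light; inactives centre near -14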
aSyn UTR inh – MLPCN primary screen, SNCA 5' untranslated region; AID 1813, 2009; actives 0.82% (n = 300,000); inhibition, % (tested at 7.5 µM); alpha-synuclein 5'UTR reporter, inhibitor activity; in the data active = inhibition above about 60%;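 also: H4 neuroglioblastoma cells stably carrying SNCA 5'UTR luciferase fusion; 0% = DMSO wells and 100% = positive control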
IEC-6 tox – cytotoxicity in IEC-6 intestinal epithelial cells, primary screen, cytotoxicity control for KLF5 inhibitor project, cell-based, luminescence; AID 1825, 2009; inhibition, % at 5 µM; IEC-6 cytotoxicity, luminescence viability; actives 0.78% (n = 290,000); in the data active = inhibition above about 22%;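 also: 0% = plate median of test compound wells and 100% = cytotoxic reference compound wells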
The depositor's hits bear a star; . = not tested or not shown.

Below each SMILES – GSK3beta inhib, HSF1 activator, HSF1 inhib, AI-2 QS mod, HIF activator, GSK3A inh, HSP90 refold inh, KLF5 inhibitor, aSyn UTR inh, IEC-6 tox
O=C(Nc1ncc([N+](=O)[O-])s1)C1CCN(S(=O)(=O)c2cnc[nH]2)CC1
    -2, -15, -5, 2, -0.3, 51*, -1, -62, 28, -3
COc1ccc(NC(=O)CSc2nnnn2C2CCCC2)c(OC)c1
    4, 4, -1, 30, -0.3, ., -1, -5, 1, -6
CCOC(=O)N1CCC(NC(=O)c2cc(C(=O)Nc3ccc(S(=O)(=O)N4CCCCC4)cc3)ccc2CO)CC1
    -3, -7, -4, -2, -1.0, -1, 1, -22, 17, 3
COc1ccc(-n2c(Cc3cccn3C)nnc2SCC(=O)Nc2cccc(F)c2)cc1
    -5, 8, 4, 20, 0.0, -3, -3, 2, 4, -10
CSc1ncccc1-c1nc2ccccc2[nH]1
    0, 19, 7, -2, 2.6, 0, 2, -4, -36, 7
O=C(NCc1ccncc1)C1CCC(=O)N(CCc2ccc(Cl)cc2)C1 (stereo not drawn)
    -27, 3, -10, 0, 0.4, 4, -2, -32, -21, 2
COc1ccc(C(c2sc3nc(C)nn3c2O)N2CCc3ccccc3C2)cc1 (stereo not drawn)
    -4, 0, -5, 16, 0.7, 1, -3, -15, -6, -3
CCOC(=O)c1ccc(NC(=O)CN(c2ccc(C)cc2)S(=O)(=O)c2c(C)nn(C)c2C)cc1
    -1, 23, 13, 14, -0.5, -3, 1, -19, 19, 0
O=C(NNC(=O)c1c(O)c2ccccc2[nH]c1=O)c1ccccc1Br
    0, 20, 4, 13, 0.2, -1, 1, 0, -5, 6
O=C(N/N=C/c1ccc(Cl)cc1)C1CC12CCC2 (stereo not drawn)
    -3, 20, 14, 11, 4.5, -1, 0, -19, -110, -3
CCN1C(=O)[C@H]2[C@@H](c3ccc(-c4ccc(OC)cc4)cc3)N[C@@](CC(C)C)(C(=O)OC)[C@H]2C1=O
    2, 36, 14, 16, -0.5, -2, ., ., 21, .
Cn1c(=N)n(CC(O)c2cccc3ccccc23)c2ccccc21 (stereo not drawn)
    -4, -11, -6, 13, 1.1, 0, -3, 6, 25, 10
C=CCN(C(=O)c1csnn1)C(C(=O)NC1CCCC1)c1ccc(F)cc1 (stereo not drawn)
    1, 13, 3, 11, -0.1, -2, -3, -4, 17, 0
NNc1nc2ccccc2nc1C(F)(F)F
    1, -1, -3, 9, 0.3, 0, 3, -2, -2, 7
CC(=O)Nc1ccc2nc(NC(=O)c3cccs3)sc2c1
    2, 42, 32, 22, 0.5, 1, 8, -86, -60, 9
CC1CC(C)(C)NC(=S)N1CC(=O)NCc1ccc(F)cc1 (stereo not drawn)
    0, -3, -2, 8, -0.5, -1, -1, -24, 5, 2
O=C(COc1ccc([N+](=O)[O-])cc1)Nc1ccc2c(c1)OCO2
    1, 6, -1, 25, 0.2, -1, -1, -35, 1, 0
O=C(NC(=S)NC1CCSC1=O)c1ccc([N+](=O)[O-])cc1 (stereo not drawn)
    -1, -21, -10, 14, -0.3, 0, 3, -11, 13, 8
COc1cccc(C(C(=O)NC(C)(C)C)N(C(=O)CCC(=O)Nc2cc(C)on2)C2CC2)c1OC (stereo not drawn)
    4, 2, 1, 16, -0.6, -2, 2, -16, 11, 1
CC1(NC(=O)CCc2nc3ccccc3c(=O)[nH]2)CCS(=O)(=O)C1 (stereo not drawn)
    0, 2, -4, 23, 0.1, -1, -1, -15, 4, -3
CC(=O)Nc1ccc(S(=O)(=O)Nc2cc(C)ccn2)cc1
    1, 5, -5, 0, -0.3, 0, -2, -18, 19, -3
CN(C)CCNC(=O)CCn1nc(-c2ccc(Cl)cc2)ccc1=O
    1, -2, 8, 11, -0.4, 0, 5, -22, -6, -5
COc1cccc(N(CC(=O)Nc2ccc3c(c2)OCO3)S(=O)(=O)c2ccccc2)c1
    2, 11, -5, 23, -0.2, -9, -1, -4, 11, -3
Cc1csc(Sc2ccc(C(=O)OCC(=O)Nc3ccc(F)cc3[N+](=O)[O-])cc2[N+](=O)[O-])n1
    1, -11, -5, 27, 0.6, 1, -1, -20, 3, 2
CN(C1=NC(=O)C(CC(=O)O)S1)c1ccc(O)cc1 (stereo not drawn)
    -1, 1, -6, 10, -0.3, -4, 2, -31, 13, 9
COc1ccc2[nH]cc(C(=O)N3CCCCC3)c(=O)c2c1
    1, 8, -1, 10, -1.0, -3, -1, -13, -2, -5
CC(Oc1ccccc1)C(=O)N=C1SC2CS(=O)(=O)CC2N1CCc1ccccc1 (stereo not drawn)
    -2, 9, 2, 22, -0.1, 0, -1, -20, 23, -6
C/C=C/C=C/C(=O)OCC(=O)Nc1ccc(Cl)cc1
    2, 24, 26, 12, -0.6, -2, 6, -10, 14, 5
Cc1ccc(F)cc1CNC(=O)C1CCC(=O)N(CCc2ccccc2)C1 (stereo not drawn)
    1, -19, -1, 13, 0.8, -1, -4, -13, -21, -6
C=CCSc1nnc(NC(=O)CN2C(=O)NC3(CCCC3)C2=O)s1
    -3, -6, -3, 7, -12, -6, 0, -16, -2, -4

Some of these compounds in order of SMILES length, rising:
Below each SMILES – GSK3beta inhib, HSF1 activator, HSF1 inhib, AI-2 QS mod, HIF activator, GSK3A inh, HSP90 refold inh, KLF5 inhibitor, aSyn UTR inh, IEC-6 tox
C/C=C/C=C/C(=O)OCC(=O)Nc1ccc(Cl)cc1
    2, 24, 26, 12, -0.6, -2, 6, -10, 14, 5
CN(C)CCNC(=O)CCn1nc(-c2ccc(Cl)cc2)ccc1=O
    1, -2, 8, 11, -0.4, 0, 5, -22, -6, -5
Cc1ccc(F)cc1CNC(=O)C1CCC(=O)N(CCc2ccccc2)C1 (stereo not drawn)
    1, -19, -1, 13, 0.8, -1, -4, -13, -21, -6
O=C(COc1ccc([N+](=O)[O-])cc1)Nc1ccc2c(c1)OCO2
    1, 6, -1, 25, 0.2, -1, -1, -35, 1, 0
CC(Oc1ccccc1)C(=O)N=C1SC2CS(=O)(=O)CC2N1CCc1ccccc1 (stereo not drawn)
    -2, 9, 2, 22, -0.1, 0, -1, -20, 23, -6
COc1cccc(N(CC(=O)Nc2ccc3c(c2)OCO3)S(=O)(=O)c2ccccc2)c1
    2, 11, -5, 23, -0.2, -9, -1, -4, 11, -3
COc1cccc(C(C(=O)NC(C)(C)C)N(C(=O)CCC(=O)Nc2cc(C)on2)C2CC2)c1OC (stereo not drawn)
    4, 2, 1, 16, -0.6, -2, 2, -16, 11, 1

Compound profiles, from the list above.
Shown for CC(=O)Nc1ccc(S(=O)(=O)Nc2cc(C)ccn2)cc1 = GSK3beta inhib = 1; HSF1 activator = 5; HSF1 inhib = -5; AI-2 QS mod = 0; HIF activator = -0.3; GSK3A inh = 0; HSP90 refold inh = -2; KLF5 inhibitor = -18; aSyn UTR inh = 19; IEC-6 tox = -3
Shown for COc1cccc(C(C(=O)NC(C)(C)C)N(C(=O)CCC(=O)Nc2cc(C)on2)C2CC2)c1OC (stereo not drawn) = GSK3beta inhib = 4; HSF1 activator = 2; HSF1 inhib = 1; AI-2 QS mod = 16; HIF activator = -0.6; GSK3A inh = -2; HSP90 refold inh = 2; KLF5 inhibitor = -16; aSyn UTR inh = 11; IEC-6 tox = 1

Next compounds.
Below each SMILES – GSK3beta inhib, HSF1 activator, HSF1 inhib, AI-2 QS mod, HIF activator, GSK3A inh, HSP90 refold inh, KLF5 inhibitor, aSyn UTR inh, IEC-6 tox
Cc1cccc(C)c1Nc1nnc(SCC(=O)NCc2ccco2)s1
    -15, -20, -8, 6, 0.7, 0, -3, -21, 8, -10
CC(C)CC(=O)NC(=S)Nc1ccccc1C(=O)Nc1ccccc1
    -2, -16, 3, 5, 0.3, -3, 2, -34, 5, 0
O=S(=O)(c1ccc(-c2cnc(C3CC3)o2)cc1)N1CCN(c2ccccc2)CC1
    5, 15, 3, 32, -0.8, -1, -1, -52, 3, -7
O=C(OCCNc1ccc(C(F)(F)F)cc1[N+](=O)[O-])c1cc2ccccc2oc1=O
    2, -4, -7, 17, 0.1, -2, 6, -13, 15, 1
CCOC(=O)C1CCCN(C(=O)c2cc3cc(Br)ccc3oc2=O)C1 (stereo not drawn)
    3, -5, 0, -7, 0.0, -1, -4, 14, 37, -2
Cc1ccc(NC(=O)Nc2ccccc2)cc1[N+](=O)[O-]
    1, 11, 5, 2, 3.3, -1, -1, -102, -145, -7
COc1ccc(OC)c(NC(=O)CCn2cccc2)c1
    -1, -4, -5, 16, -0.2, -1, -6, 5, 3, 2
COc1ccc([N+](=O)[O-])cc1N(CC(=O)NCCSc1ccc(C)cc1)S(C)(=O)=O
    2, 4, 8, 10, -0.3, -2, 2, -28, -6, -2
O=C(Nc1ccc2c(c1)CCC2)C1CCCO1 (stereo not drawn)
    -5, ., ., 13, ., -1, -4, -63, ., -5
CC(=O)N1CCC(N(CCN2CCOCC2)C(=S)Nc2cccc(C)c2C)CC1
    1, -7, -7, 13, -0.3, -2, 6, -12, -2, -4
O=C(NC1CC1)c1ccc(C2SCC(=O)N2Cc2ccccc2)cc1 (stereo not drawn)
    -4, 2, -5, 1, 0.0, 0, 3, 1, 10, 3
CCOc1nc2ccccc2nc1C
    -1, 1, -3, 5, 0.0, -1, -4, 14, 9, -3
CN(C)c1ccc(C2/C(=C(/O)c3ccc(Br)cc3)C(=O)C(=O)N2C)cc1 (stereo not drawn)
    3, -5, -6, -1, 1.1, -1, 1, 4, 3, 1
CCC1=Nc2cc(C(=O)NCC3CCCO3)ccc2Sc2ccc(Cl)cc21 (stereo not drawn)
    -2, 15, 5, 14, 1.8, 0, -8, 19, -74, 35*
COc1ccccc1/C=C/CN1CCCC(CO)(CCc2ccccc2)C1 (stereo not drawn)
    -21, -15, -4, 1, -0.8, ., 0, -9, -11, -1
CCCC(=O)N1CCN(C2=NS(=O)(=O)c3ccccc32)CC1
    -2, -10, -7, 27, -0.1, -1, -3, -4, -26, 3
CC1(C)Cc2ccccc2C(NN=C2CCCC2)=N1
    0, -8, -7, 0, -0.8, -2, -5, -25, -4, 0
CC(=O)c1nn(-c2ccc(C(F)(F)F)cc2)c(=O)[nH]c1=O
    -5, 8, 1, 44, -23, 0, 1, -14, -22, 8
CN(CC(=O)Nc1ccc(F)c(F)c1F)C(=O)C1CC(=O)N(c2ccc3c(c2)OCCO3)C1 (stereo not drawn)
    -2, 0, 1, 27, 0.0, -2, ., ., 4, .
CC1(C)CC(=O)c2cc(OCC(=O)NCCN3CCCc4ccccc43)ccc2O1
    ., -4, -2, ., -0.3, -2, 2, -17, 1, 3
CC(=O)Nc1nnc(SCC(=O)N2CCN(Cc3ccccc3)CC2)s1
    1, -3, 2, 10, -0.1, 1, 5, -34, -4, 1
